Bioassay records as filed in PubChem BioAssay.
ERK EGF block = blocks ERK signaling stimulated by EGF; AID 1454; HEK293-V1b, EGF-stimulated phospho-ERK AlphaScreen; Potency, µM (titrated, usually from 11.5 µM), for the others: at the top dose activity change, negative = inhibition, most hits filed as inhibitors; hit rate 0.41% among 130,000; active means well fitted inhibition curve with a large enough effect; inconclusive means small, poorly fitted or top-dose-only effect, or effect the other way;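 further: plate controls were stimulated vehicle wells for no effect and unstimulated vehicle basal for full effect; nearly all actives have a fitted effect of over 55% in size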
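Concentration-response of compounds against EGF-driven ERK phosphorylation in V1b-expressing HEK293 cells; 30 min preincubation, 5 min EGF, AlphaScreen detection; Normalized to DMSO basal and 25 nM EGF.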
Numbers without * were called inactive; ? = inconclusive; [ ] = dose if it differs, or a comment. Potency means the concentration at half of the fitted maximal effect.

Compound	ERK EGF block
Brc1ccc2nc(N3CCN(c4ccccc4)CC3)sc2c1	2%
COc1ccccc1C(=O)N/C(=C\c1ccc(Br)cc1)C(=O)NCCCO	1%
CCN(CC)S(=O)(=O)c1ccc(NN=C2CCN(C(C)C)CC2)c([N+](=O)[O-])c1	?
N#Cc1cc(O)c(-n2nnc3ccccc32)cc1C#N	-2%
CC(=O)OC(C)CS(=O)(=O)c1ccccc1 (stereo not given)	-2%[57.5 µM]
O=c1c(Cc2ccccc2O)c(O)nc2n1CCCS2	4%
Cc1nc(SCC(=O)N2CC(=O)Nc3ccccc32)nc(C)c1C	0%
CCOCCCNC(=O)/C(C#N)=C/c1cc(OC)c(O)c([N+](=O)[O-])c1	-2%

The listing continues:
Compound	ERK EGF block
Cc1nc(NC(=O)c2ccc3c(c2)OCO3)ccc1Br	-5%
CC1CCc2nc3ccccc3c(C(=O)OCC(=O)N(C)C3CCS(=O)(=O)C3)c2C1 (stereo not given)	-3%
O=C(Cc1ccccc1)NCC(=O)OCC(=O)c1cccc([N+](=O)[O-])c1	28%
COCCNC(=O)/C(C#N)=C/C=C/c1ccccc1	3%
O=C(NC(=S)Nc1ccccc1O)c1ccc(Cl)cc1Cl	?
Cc1c(/C=N\NC(=O)c2cccc(F)c2)cnn1C	-2%
O=C(NCCN1CCOCC1)c1ccc(CSCc2cccc(Cl)c2)o1	-3%
CN1C2CCC1CC(NC(=O)c1nn(C)c3ccccc13)C2 (stereo not given)	7%

An excerpt from above in order of SMILES length, largest number first.
Compound	ERK EGF block
O=C(NCCN1CCOCC1)c1ccc(CSCc2cccc(Cl)c2)o1	-3%
O=C(NC(=S)Nc1ccccc1O)c1ccc(Cl)cc1Cl	?
COCCNC(=O)/C(C#N)=C/C=C/c1ccccc1	3%

(list continues)
Compound	ERK EGF block
CCCc1c(C)nc2c(OC)cccc2c1SCC(=O)O	3%
NC(=O)CC(NC(=O)Cc1cccc2ccccc12)c1ccc(NCCc2ccc(F)cc2)c([N+](=O)[O-])c1 (stereo not given)	-10%[57.5 µM]
CCCc1cc(=O)[nH]c(SCC(=O)c2[nH]c(C)c(C(=O)OCC)c2C)n1	3%
CCC1=C(OC(=O)N(CC)CC)N2C(=O)OC(=NCCOC)[C@]2(Cc2ccccc2)[C@H]2C1=CC[C@H]1C(=O)N(CC)C(=O)[C@H]12	-5%
O=C(N/N=C/c1ccsc1)c1ccc2ccccc2n1	-8%
CC(NC(=O)c1ccco1)C(=O)OC(C)C(=O)NCc1ccccc1 (stereo not given)	-3%
CN(C)C(=O)C[n+]1ccc(C(N)=O)cc1	-13%[57.5 µM]
COc1ccc(NC(=O)CN2CC(C)OC(C)C2)cc1Cl (stereo not given)	5%

Additional compounds:
Compound	ERK EGF block
c1ccc(COC2CCCN(Cc3nc(-c4cnccn4)no3)C2)nc1 (stereo not given)	-36%
O=C(Oc1ccc2c(-c3ccccc3)cc(=O)oc2c1)c1cccs1	5%
CCOC(=O)C1CCCN(Cc2c(C(=O)N3CCOCC3)nc3ccccn23)C1 (stereo not given)	-15%
COc1ccc(NC(=O)CCCN2C(=O)C3C4C=CC(C4)C3C2=O)c(OC)c1 (stereo not given)	8%
COc1ccc(CN2CCN(c3ccc(F)cc3)CC2)c(OC)c1OC	7%
COc1ccc(NC(=O)c2cc3c(s2)CCC(C)C3)cc1S(=O)(=O)N1CCOCC1 (stereo not given)	?
CCCOC(=O)Nc1ccc(S(=O)(=O)Nc2ncccn2)cc1	8%[57.5 µM]
O=c1c2nncn2c2cccnc2n1CCNc1ncc(C(F)(F)F)cc1Cl	-16%[57.5 µM]

The listing continues.
Compound	ERK EGF block
CC(=O)NC(=S)Nc1ccc(NC(=O)c2cccs2)cc1	1%
Cc1nn(CC(=O)Nc2ccc(Cl)cn2)c(C)c1Br	-7%
CCN(Cc1ccccc1)C(=O)C1CCN(C/C(C)=C/c2ccccc2)CC1	7%
O=C(Nc1ccccc1N1CCCC1)c1cc(Cl)ccc1Cl	-8%
c1ccc(N/N=C(\Cc2ncc[nH]2)c2ccccc2)cc1	1%
Cc1cc(Cl)ccc1NC(=S)NCc1ccc(S(N)(=O)=O)cc1	38%
c1ccc(Cn2c(NCc3ccncc3)nc3ccccc32)cc1	4%
CC(C)(C)NC(=O)C(=O)NCc1ccncc1	1%

Other records.
Compound	ERK EGF block
CC(C)C(=O)NC(=S)N1CCc2ccccc21	-6%
CSc1ccc(/C=N/NC(=O)c2cccc(Cl)c2)cc1	-11%
CSCC[C@H](NC(=O)Nc1ccc(C)cc1C)C(=O)O	-5%[57.5 µM]
CC1CC(NC(=O)/C(C#N)=C/c2ccc[nH]2)CC(C)(C)C1 (stereo not given)	-5%[57.5 µM]
Cc1cc(NC(=O)C2CCCCC2)ncc1NC(=O)c1ccccn1	1%
CN(C)/C=C/C(=O)c1cccc([N+](=O)[O-])c1	-3%
Cc1onc(-c2c(F)cccc2Cl)c1C(=O)OCn1nnc2ccccc2c1=O	-1%
CC1=Nc2cccc([N+](=O)[O-])c2NC(=O)C1	4%

Additional compounds.
Compound	ERK EGF block
CCCCCCNc1nc(Cl)nc(NC(C)(C)CO)n1	20%[57.5 µM]
Cn1nc(C(=O)Nc2sc3c(c2C#N)CCCC3)ccc1=O	0%
COC(=O)c1ccc(C(NC(=O)OCc2ccccc2)/C(I)=C/[C@@H](C)C(=O)Nc2ccccc2)cc1 (stereo not given in full)	-2%
C=C(C)C1CC=C(C)/C(=N/NC(=O)c2ccccc2[N+](=O)[O-])C1 (stereo not given)	6%
CCC(C)NC(=O)C1CCCN1S(=O)(=O)c1ccc(Cl)cc1 (stereo not given)	-25%
COc1ccc(NC2=C(C(C)=O)C(c3ccccc3)C(C(C)=O)C(C)(O)C2)cc1 (stereo not given)	0%[57.5 µM]
COc1cc2c(cc1OC)C1=CC(=O)C(=O)N1C(C)(C)C2	37%
Cc1ccn2cc(-c3cccc(NC(=O)c4ccccc4)c3)nc2c1	?

Other entries follow:
Compound	ERK EGF block
O=C(CN(C(=O)CNC(=O)c1ccco1)c1ccc2c(c1)OCCO2)NC1CCCC1	25%
O=C(COc1ccc(Br)cc1)N1CCOCC1	1%
CN/C(=C\[N+](=O)[O-])NCCSCc1ccc(CN(C)C)o1	11%
C/C(=N/NC(=O)C(C)n1nc(C)c([N+](=O)[O-])c1C)c1ccc(OCC(N)=O)cc1 (stereo not given)	6%[57.5 µM]
O=C(c1cccc2c1-c1ccccc1C2)N1CCCCC1	2%[57.5 µM]
CCN(CC)S(=O)(=O)c1ccc(Oc2ccccc2)c(N)c1	-7%
O=C1OCCC1Sc1nnc(-c2ccc(F)cc2)n1Cc1ccccc1 (stereo not given)	3%
Cc1ccc(C)c(NC(=S)Nc2ncccc2C)c1	8%

Additional structures follow.
Compound	ERK EGF block
O=c1c2[nH]c3cccc(Cl)c3c2ncn1Cc1ccco1	8%[57.5 µM]
CCC(=O)NCCCNc1nc2c(C)cccc2cc1C#N	0%
Cc1nonc1CC(=O)N1CCc2c([nH]c3ccccc23)C1c1ccccc1F (stereo not given)	-5%
CCOc1ccc(-n2c(=O)c3sccc3n(CC(=O)Nc3cccc(OC)c3)c2=O)cc1	-1%
N#Cc1c(N2CCOCC2)nsc1-c1ccc(C(F)(F)F)cc1	6%[57.5 µM]
C[C@H]1[C@H](C)CC[C@]2(C(=O)O)CC[C@]3(C)C(=CCC4[C@@]5(C)CC[C@H](O)C(C)(C)[C@@H]5CC[C@]43C)[C@H]12 (stereo not given in full)	-8%
CC(NC(=S)Nc1c(Cl)cccc1OC(F)F)C(C)(C)C (stereo not given)	0%
CCn1c2ccccc2c2cc(N=C3SC(CC(=O)Nc4ccccc4OC)C(=O)N3CCOC)ccc21 (stereo not given)	1%

Next structures
Compound	ERK EGF block
CCn1c(SCC(=O)N/N=C/c2ccncc2)nc2ccccc21	1%[57.5 µM]
COc1cccc(-n2c(SCC(=O)c3c[nH]c4ccccc34)nc3ccccc3c2=O)c1	6%
O=C(Cc1ccccc1)N/N=C/c1ccc2c(c1)OCO2	1%
CC(O)CNCCCCOc1ccc(OCc2ccccc2)cc1 (stereo not given)	-9%
COc1ccc(/C=C2\SC(=S)N(Cc3cccnc3)C2=O)cc1C	-6%
CN(Cc1nc(-c2cnccn2)no1)C1CC(C)(C)NC(C)(C)C1	-6%
O=C(NNc1c(Cl)cccc1Cl)c1c(F)cccc1Cl	19%[57.5 µM]
COCc1cc(C)n(CC(=O)Nc2c(C)cccc2C)c(=O)c1C#N	-8%

(more compounds)
Compound	ERK EGF block
C#CCOc1c(Cl)cc(/C=N/NC(N)=S)cc1OCC	15%
CC(Oc1ccccc1)C(=O)N1CCN=C1SCc1ccccc1F (stereo not given)	-7%[57.5 µM]
CC(C)(C)c1nnc(NC(=O)c2cccnc2Cl)s1	-9%[57.5 µM]
CO/N=C(\N)c1nonc1N	-12%[57.5 µM]
COc1cccc(C=Nc2ccccc2C(=O)Nc2ccccc2)c1O	0%
CC(=O)c1ccc(-n2nnnc2SCC(=O)Nc2sc(C)c(C)c2C#N)cc1	-1%
O=C(C1=C[C@@H](c2ccccc2)C[C@@H](OCc2ccc(CO)cc2)O1)N1CCN(Cc2ccc3c(c2)OCO3)CC1	-4%[57.5 µM]
CCc1cccc(N(C)C(N)=Nc2cccc3ccccc23)c1	6%

(further entries)
Compound	ERK EGF block
CC(C)=CCCC1=CCC2C(=O)NNC(=O)C2C1 (stereo not given)	5%[57.5 µM]
CCCCNc1c(C(=O)OCC)c(C)nc2c1cnn2CC	7%
Cc1ccccc1-n1c(O)c(C=NC2CCS(=O)(=O)C2)c2ccccc2c1=O (stereo not given)	-15%[57.5 µM]
CCC1CCCCN1CCCNC(=O)c1cc2c(=O)[nH]c3ccccc3c2n1C (stereo not given)	0%
O=C(Nc1ccc2c(c1)CCC2)c1cccs1	0%
O=C(c1ccc2c(c1)[nH]c(=S)n1c3ccccc3nc21)N1CCN(c2cccc(Cl)c2)CC1	1%
CCOC(=O)c1c(N2C(=O)CC(Sc3ccccc3C(=O)O)C2=O)sc2c1CCCC2 (stereo not given)	4%
Cc1cccc(C)c1Nc1oc(-c2ccccc2)nc1-c1ccccc1	9%

Later entries.
Compound	ERK EGF block
COc1ccccc1C(=O)N/C(=C\c1ccc(Br)cc1)C(=O)NCCC(=O)O	9%
O=C(COc1ccc(S(=O)(=O)Nc2ccccc2)cc1)NCc1cccnc1	5%
COc1ccccc1N(CC(=O)NC(C)C)S(=O)(=O)c1cccs1	5%
COc1ccc(-c2cc(-c3ccccc3)nc3ncnn23)cc1	-10%
COc1cccc(C(=O)Nc2nnc(Cc3ccc(OC)c(OC)c3)s2)c1	10%[57.5 µM]
Cc1ccc(S(=O)(=O)N2CCC(C(=O)N/N=C/c3ccncc3)CC2)cc1	0%
Fc1ccccc1C1c2[nH]c3ccccc3c2CCN1CCCn1cccn1 (stereo not given)	-5%[57.5 µM]
O=C(Cn1ncc(N2CCCC2)c(Cl)c1=O)c1ccc(Cl)cc1	-1%

Other structures follow:
Compound	ERK EGF block
COc1ccc(C(=O)OCN2C(=O)c3ccccc3C2=O)cc1	-9%
Cc1ccc(NC(=S)Nc2cccc(-c3n[nH]c(=S)o3)c2)cc1	-2%[57.5 µM]
Cc1ccc(S(=O)(=O)NCC(=O)NCC(=O)N2CCN(c3ncccn3)CC2)cc1C	17%[57.5 µM]
O=C(COC(=O)c1nc(Cl)ccc1Cl)NCc1ccccc1	3%
O=C(Oc1ccc(OC(=O)c2ccco2)c(S(=O)(=O)c2ccc(Cl)cc2)c1)c1ccco1	10%
Cc1onc(-c2ccccc2)c1-c1nc2cc(Cl)ccc2c(=O)o1	-11%[57.5 µM]
O=C(CCCc1nc(-c2ccccc2Cl)no1)N1CCOCC1	-8%
Cc1ccc(C(=O)NC(=S)NCCN2CCOCC2)cc1	6%

Next section:
Compound	ERK EGF block
O=C(O)/C=C/C(=O)N1CCN(S(=O)(=O)c2cc(C(F)(F)F)ccc2Cl)CC1	2%
CC(=O)N1CCC[C@@]2(CCN(c3ccccc3)C2)C1	-1%
COc1ccc(C(=O)O)cc1S(=O)(=O)NCCN(C)C	0%[57.5 µM]
O=C1CCN(C(=S)NCc2ccccc2)CC1	-3%
COC(=O)c1ccc(C(=O)OC)c(NC(=O)CN(C)Cc2ccc(Cl)c(Cl)c2)c1	6%
COc1ccc2nc(Cl)c(C3CC(c4ccco4)=NN3C(=O)CCCC(=O)O)cc2c1 (stereo not given)	3%[57.5 µM]
CC(=O)Nc1ccc(S(=O)(=O)Nc2nc3ccccc3nc2Nc2ccc(S(N)(=O)=O)cc2)cc1	3%
NCC(O)(CS(=O)(=O)O)c1ccc(Cl)cc1 (stereo not given)	11%

Additional compounds follow:
Compound	ERK EGF block
COc1ccc(C(=O)NCC(=O)N2CCCCC2)cc1OC	-12%
CCN1CCN(c2ncnc3c2sc(=S)n3-c2ccccc2)CC1	-1%
COc1ccc2oc(C(=O)NC(C)(C)C)c(C)c2c1	21%
CCOC(=O)CSc1nnc(-c2ccoc2C)n1-c1ccc(C)cc1	0%
Fc1cccc(Cl)c1-c1nnc2ccc3ccccc3n12	?
Cc1cc(C)nc(SCC(=O)N/N=C/c2cc(C)n(-c3ccccc3C)c2C)n1	4%
Cc1[nH]c2ccccc2c1C(c1ccncc1)N1CCCCC1 (stereo not given)	6%

Part of the list above, with each value named.
smiles: CCOC(=O)CSc1nnc(-c2ccoc2C)n1-c1ccc(C)cc1
  ERK EGF block: 0%
smiles: COc1ccc2oc(C(=O)NC(C)(C)C)c(C)c2c1
  ERK EGF block: 21%

These rows are one share of the data; the hit share may differ from the screen's.
